# Screening results: PubChem, National Center for Advancing Translational Sciences (NCATS)
# RECQ1 helicase: blocks DNA unwinding by human RECQ1; P46063; RECQ1 DNA unwinding, red fluorescence kinetic read; Potency, µM (doses to about 57.3 µM), inactives show at the highest dose activity, negative = inhibition, hits mostly inhibitors; hit rate 0.54% among 240,000;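 further: plate controls were vehicle for no effect and no enzyme for full effect; nearly all actives have a fitted effect of over 30% in size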
#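 50 nM RECQ1T1 preincubated 15 min with compound in Tris pH 8.0 buffer with MgCl2, DTT, Tween-20 and 2.5 ug/ml poly(dI-dC); started with 200 nM TAMRA/BHQ-2 forked duplex and 2 mM ATP. Unwinding read as fluorescence (525/598 nm), two reads 2 h apart.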
# GoLoco inh red: RGS12 GoLoco-Gai1 interaction inhibition. P63096. Gai1:RGS12 GoLoco peptide FP, rhodamine, 10 min. Potency, µM (doses to about 61.6 µM), for inactives: at the highest dose activity, negative = inhibition, usual class: inhibitors. hit rate 0.44% among 230,000; active means well fitted inhibition curve with a large enough effect, not every such curve was filed as active; inactive means no such curve, though single readings can be large or run the other way; further: nearly all actives have a fitted effect of over 30% in size; many of its hits are not listed in these tables
# Tau fibril ThT: tau fibrillization inhibition (ThT binding) | AID 1460 | recombinant tau K18 P301L (four-repeat tau fragment), heparin-induced fibrillization, ThT fluorescence | P10636 | hit rate 2.1% among 270,000 | Potency, µM (doses to about 57.4 µM), for inactives: at the highest dose activity, negative = inhibition, usual class: inhibitors; further: nearly all actives have a fitted effect of over 55% in size
# Target sequence (P10636 561-689 P618L limits assumed): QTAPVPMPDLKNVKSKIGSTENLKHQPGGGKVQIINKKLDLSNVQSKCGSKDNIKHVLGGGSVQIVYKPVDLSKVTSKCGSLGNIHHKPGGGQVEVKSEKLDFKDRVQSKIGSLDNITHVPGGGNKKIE
#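 Tau K18 P301L fragment (15 uM unlabeled plus 0.24 uM Alexa 594-labeled) in 100 mM sodium acetate pH 7 with compound, fibrillization induced by 20 uM heparin for 6 hr at 37 C. Thioflavin T (30 uM) added, fluorescence read after 1 hr (ex 450, em 510 nm).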
# Tau FP inhib: inhibitors of human tau fibril formation. K18 P301L tau heparin fibrillization, Alexa594 FP, 6 h. Potency, µM (highest dose often 57.7 µM), for the others: top-dose activity, negative = inhibition, hits mostly inhibitors. hit rate 0.39% among 280,000. AID 1468; further: nearly all actives have a fitted effect of over 55% in size
#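 Quantitative HTS format: compounds meet 15 uM recombinant K18 P301L tau and Alexa 594-tau tracer in 100 mM sodium acetate pH 7; 20 uM heparin triggers fibrillization at 37 C over 6 hr; FP gives the signal.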
# KDM4E inh: inhibitors of human JMJD2E histone demethylase; Potency, µM (highest dose often 57.1 µM), without a hit: at the top dose activity change, negative = inhibition, actives largely listed as inhibitors; JMJD2E catalytic domain, FDH-coupled NADH fluorescence (FDH is formaldehyde dehydrogenase); hit rate 1.6% among 230,000; B2RXH2; active means well fitted inhibition curve with a large enough effect, not every such curve was filed as active; inconclusive means small, poorly fitted or top-dose-only effect, or another doubt; inactive means no such curve, though single readings can be large or run the other way;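 further: 0% = wells with enzyme and -100% = buffer wells without enzyme; nearly all actives have a fitted effect of over 50% in size; many of its hits are not listed in these tables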
# Target sequence (B2RXH2 1-337 limits assumed): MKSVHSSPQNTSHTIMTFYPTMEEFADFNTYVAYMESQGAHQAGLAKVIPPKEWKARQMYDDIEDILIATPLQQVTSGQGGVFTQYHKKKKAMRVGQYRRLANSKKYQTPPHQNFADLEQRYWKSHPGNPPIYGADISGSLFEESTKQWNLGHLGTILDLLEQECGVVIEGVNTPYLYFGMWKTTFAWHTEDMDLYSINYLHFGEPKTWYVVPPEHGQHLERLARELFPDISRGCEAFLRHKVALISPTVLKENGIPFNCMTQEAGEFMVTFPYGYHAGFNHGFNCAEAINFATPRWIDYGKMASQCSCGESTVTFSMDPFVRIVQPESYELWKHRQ
# TRb-SRC2 inh: TRbeta-SRC2 interaction inhibition. Potency, µM (series often up to 106 µM), inactives show at the highest dose activity change, negative = inhibition, actives largely listed as inhibitors. P10828. hit rate 0.065% among 280,000. TRbeta-SRC2 peptide binding, fluorescence polarization; receptor liganded with 1 µM T3;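 further: plate controls were bound peptide for no effect and peptide without receptor for full effect; nearly all actives have a fitted effect of over 50% in size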
# Target sequence (P10828 whole entry, looked up): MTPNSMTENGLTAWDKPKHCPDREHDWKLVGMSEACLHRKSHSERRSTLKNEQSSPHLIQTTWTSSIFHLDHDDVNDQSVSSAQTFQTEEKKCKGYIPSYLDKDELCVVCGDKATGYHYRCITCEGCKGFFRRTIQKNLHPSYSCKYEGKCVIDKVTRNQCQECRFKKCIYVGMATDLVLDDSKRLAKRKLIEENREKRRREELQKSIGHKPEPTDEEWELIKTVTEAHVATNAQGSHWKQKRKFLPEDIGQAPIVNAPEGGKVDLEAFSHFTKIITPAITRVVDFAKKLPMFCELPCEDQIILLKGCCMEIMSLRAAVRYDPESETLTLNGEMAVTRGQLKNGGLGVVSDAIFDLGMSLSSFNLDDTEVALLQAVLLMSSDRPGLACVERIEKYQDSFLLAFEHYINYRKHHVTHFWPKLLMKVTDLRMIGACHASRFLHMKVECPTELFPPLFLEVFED
#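 Quantitative HTS by FP: 0.6 uM TRb LBD, 20 nM labeled SRC2 20-mer, 1 uM T3, 5% DMSO; 5 hr ambient incubation; % activity per concentration and potencies from concentration series.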
# L3MBTL1 inh: L3MBTL1 (human) inhibition; AlphaScreen L3MBTL1–H3K9me1 peptide binding; hit rate 0.66% among 230,000; AID 485360; Potency, µM (highest dose often 57.1 µM), inactives show at the top dose activity, negative = inhibition, hits mostly inhibitors; further: nearly all actives have a fitted effect of over 60% in size
#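 L3MBTL1 50 nM + b-AHA-H3(1-15)K9me1 75 nM, 30 min RT; compound added, 30 min RT; streptavidin donor/Ni-chelate acceptor beads 10 ug/mL each final, 30 min RT dark; AlphaScreen read.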
# TexasRed fluor: alters Texas Red total fluorescence, flagging assay interference | hit rate 0.29% among 280,000 | Potency, µM (doses to about 106 µM), without a hit: top-dose fluorescence change, negative = quenching | AID 1479 | TRb/SRC2 Texas Red total fluorescence interference; active means well fitted curve in either direction with a large enough effect; inconclusive means small, poorly fitted or top-dose-only effect
#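 Flags fluorescent or light-absorbing compounds by total fluorescence, S + 2P, at 555 nm excitation and 632 nm emission. Mixture: 20 nM Texas Red SRC2 peptide, 0.6 uM human TRb LBD, 1 uM T3, 5% DMSO; compound exposure 5 h at ambient temperature.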
# * = called active by the depositor; i = inactive; ? = inconclusive; . = no result given; [ ] = another dose, or the depositor's remark. Unless noted, the call rests on the fitted dose curve; in most records, active means well fitted curve in the direction sought with a large enough effect; inconclusive means small, poorly fitted or top-dose-only effect, or another doubt; inactive means no such curve, though single readings can be large; an effect the other way counts as inactive or inconclusive. Unless noted, on the % scale 0 is the no-effect control and ±100 the full control effect; potency means the concentration at half of the fitted maximal effect.
canonical_smiles,RECQ1 helicase,GoLoco inh red,Tau fibril ThT,Tau FP inhib,KDM4E inh,TRb-SRC2 inh,L3MBTL1 inh,TexasRed fluor
COc1ccc(C)cc1NC(=O)CCNC(=O)Cn1ccc2ccccc2c1=O,.,.,-7%,-4%,.,0%,.,-2%
Oc1ccc(Cl)cc1/C=C/c1ccc2cccc(O)c2n1,i,13%,?,?,-13%,14%,-9%,-2%
COc1cc(/C=C2\SC(c3ccccc3)=NC2=O)cc(Cl)c1O,i,157%[activator],4.5µM*,?,?,-2%,?,-2%
O=C(CCc1ccccc1)Nc1ccc(NC(=O)C2CC2)nc1,15%,4%,-11%,2%,3%,6%,3%,-1%
CC(C(=O)NN)c1ccc([N+](=O)[O-])cc1 (stereo unspecified),i,-6%,-7%,0%,29%,0%,5%,-2%
COc1ccc(S(=O)(=O)NCC(=O)N(CC(=O)NC(C)(C)C)Cc2cccs2)cc1,-2%,12%,-7%,-3%,9%,0%,15%,-4%
O=S(=O)(NC1=NCCC1)c1ccc(F)cc1,-12%,11%,-4%,0%,6%,3%,.,0%
COc1ccc(S(=O)(=O)N(C)CC(=O)Nc2cccc(C(C)=O)c2)cc1C,13%,0%,-2%,1%,-1%,1%,.,1%

# The list goes on; the last 2 above are carried over.
canonical_smiles,RECQ1 helicase,GoLoco inh red,Tau fibril ThT,Tau FP inhib,KDM4E inh,TRb-SRC2 inh,L3MBTL1 inh,TexasRed fluor
O=S(=O)(NC1=NCCC1)c1ccc(F)cc1,-12%,11%,-4%,0%,6%,3%,.,0%
COc1ccc(S(=O)(=O)N(C)CC(=O)Nc2cccc(C(C)=O)c2)cc1C,13%,0%,-2%,1%,-1%,1%,.,1%
NS(=O)(=O)c1ccc(N/N=C/c2ccc(O)c(O)c2O)c([N+](=O)[O-])c1,3.2µM*,-11%,2µM*,5µM*,2.8µM*,2%,2.8µM*,?
Cc1ccnc(N(C(=O)Nc2ccccc2)C2=NCC(C)(C)S2)c1,-6%,3%,-11%,-1%,12%,1%,-9%,-4%
CC(C)CNS(=O)(=O)c1ccc(CCC(=O)Nc2ccc3c(c2)OCCO3)cc1,i,1%,-11%,5%,-2%,-5%,5%,2%
COc1ccc(CNC(=O)C/C(C)=N/NC(=O)COc2ccccc2)cc1,i,5%,-7%,5%,25%,-7%,-3%,-4%
CCCn1c(SCC(=O)N2c3ccccc3CC2C)nnc1-c1ccco1 (stereo unspecified),-7%,-8%,-1%,8%,-1%,1%,-10%,-1%
CCOc1ccc(OCC)c(NS(=O)(=O)c2ccc(-c3coc(C)n3)cc2)c1,.,.,-11%,9%,.,-2%,.,-2%
O=C(CCN1CCN(c2ccccc2)CC1)NNC(=O)c1cccc2ccccc12,-2%,4%,-8%,6%,11%,13%,-10%,1%
Cc1ccsc1/C=C1\SC(=S)N(CC2CCCO2)C1=O (stereo unspecified),i,2%,?,1%,2%,-4%,?,0%
O=C(NCc1csc2ccc(Cl)cc12)Nc1ccccc1,-5%,6%,-9%,?,5%,0%,5%,1%
O=C(C(=O)c1cccnc1)c1cccnc1,-3%,-6%,-4%,3%,-1%,-7%,.,4%
CCc1nc(C#N)c(N2CCCCC2)o1,5%,-13%,11%,-7%,-3%,-2%,?,-1%
C=CCCCCCCCCC(=O)NN,-2%,1%,-8%,5%,11%,-18%,0%,-1%
Cc1cc(C)n2nc(C)c(Br)c2n1,-8%,6%,-1%,2%,-22%,-5%,1%,-2%
CCSc1nnc2n1C(C)(C)Cc1ccccc1-2,i,1%,-4%,-14%,-5%,-7%,.,1%
Cc1nc(SCC(=O)NC(=O)NC(C)(C)C)nc(C)c1C,4%,0%,5%,4%,-3%,7%,.,1%
CC(NC(=O)c1cccs1)c1n[nH]c(=S)n1C (stereo unspecified),-6%,0%,0%,8%,13%,5%,6%,-3%

# Brought forward from above: two compounds, followed by the next part.
canonical_smiles,RECQ1 helicase,GoLoco inh red,Tau fibril ThT,Tau FP inhib,KDM4E inh,TRb-SRC2 inh,L3MBTL1 inh,TexasRed fluor
Cc1nc(SCC(=O)NC(=O)NC(C)(C)C)nc(C)c1C,4%,0%,5%,4%,-3%,7%,.,1%
CC(NC(=O)c1cccs1)c1n[nH]c(=S)n1C (stereo unspecified),-6%,0%,0%,8%,13%,5%,6%,-3%
CC(NS(=O)(=O)c1cccc(S(=O)(=O)c2ccccc2)c1)C(=O)O (stereo unspecified),i,0%,-9%,6%,11%,-21%,8%,-7%
Cn1c(=O)c2c(n(C)c1=O)=NC1(CCCCC1)N=2,-4%,8%,5%,7%,-18%,13%,8%[11.4 µM],0%
CC1(C)O[C@@H]2C[C@H]3[C@H]4C[C@H](F)C5=CC(=O)CC[C@]5(C)[C@@H]4[C@H](O)C[C@]3(C)[C@]2(C(=O)CO)O1,i,11%[21.6 µM],.,.,-4%[25.5 µM],3%[53 µM],.,0%[53 µM]
CC1(C)C=C2[C@H]3CC[C@@H]4[C@@]5(C)CCC(=O)C(C)(C)[C@@H]5CC[C@@]4(C)[C@]3(C)CC[C@@]2(C(=O)O)CC1,-7%,-21%,2%,-5%,-3%,-3%,21%,-9%
COc1cccc(/C=N/NC(=O)c2cccs2)c1,-11%,-5%,?,?,6%,0%,-6%,-1%
CC(=O)c1cn(-c2ccc(Cl)cc2)c(=O)n(Cc2ccc(F)cc2)c1=O,i,16%,-2%,0%,-4%,1%,-4%,-1%
CCCCS(=O)(=O)Nc1ccc(Cc2ccncc2)cc1,i,-12%,2%,5%,-3%,-2%,-2%,-1%
Clc1ccc(-c2nnc(SCc3nc4ccccc4s3)o2)cc1,-14%,5%,?,-2%,-10%,6%,3%,1%
O=C(c1nnc(-c2ccncc2)o1)c1ccccc1Cl,-2%,-12%,-2%,1%,2%,-6%,7%,0%
CC(=O)N1CCc2cc(S(=O)(=O)NCCCOC(C)C)ccc21,-4%,-6%,-2%,4%,2%,2%,.,-1%
CC(=O)c1ccc(NC(=O)Nc2ccc([N+](=O)[O-])cc2C)cc1,-4%,6%,?,?,-10%,1%,0%,1%
COc1ccccc1NC(=O)C1CCC(CNc2c(N3CCCCC3)c(=O)c2=O)CC1 (stereo unspecified),-5%,-3%,.,-6%,-3%,4%,.,0%
CCCCn1c(N)c(N(CCC(C)C)C(=O)CSc2nnc(C)s2)c(=O)[nH]c1=O,-2%,2%,-4%,10%,1%,-12%,-3%,1%
Cc1ccccc1C(=O)NNC(=O)Cc1ccccc1,-6%,3%,-10%,-1%,-5%,-11%,.,-4%
FC(F)(F)c1cccc(N2CCC(N=CN3CCCCCC3)=N2)c1,i,1%,?,4%,-4%,-2%,.,1%
CCOC(=O)c1cnc2ccc(C)cc2c1Sc1ccc(F)cc1,-1%,0%,?,-4%,?,0%,59%[activator],-10%
CCOc1ccc(C(=O)NCCSc2c(C)[nH]c3ccccc23)cc1OCC,.,.,?,?,.,-7%,.,-2%
Cn1c(CNC(=O)c2ccc(Cl)cc2)nnc1SCC(=O)Nc1sc2c(c1C#N)CCCC2,4%,7%,-3%,-9%,5%,4%,.,2%
Cc1cccc2c(Cl)cc(=O)[nH]c12,-1%,-4%,2%,-3%,-5%,2%,4%,-2%
Cc1csc(SCC(=O)NC23CC4CC(CC(C4)C2)C3)n1,-13%,0%,-8%,-1%,1%,-12%,.,-1%
Cc1cccc(OCCCCn2c(C3CC(=O)N(c4ccccc4Cl)C3)nc3ccccc32)c1 (stereo unspecified),.,.,?,2%,.,6%,.,-3%
N#C/C(=C\c1c(N2CCOCC2)nc2ccccn2c1=O)S(=O)(=O)c1ccccc1,i,-9%,-5%,?,-10%,-1%,1%,1%
CCC(COC)NCc1cn(-c2ccc(F)cc2F)nc1-c1ccccc1C (stereo unspecified),-6%,-2%,-8%,-5%,-6%,4%,7%,-4%
Cc1ccc(C(=O)N2CCN(Cc3cc(=O)n4nc(-c5ccccc5)sc4n3)CC2)cc1,.,.,?,-1%,.,11%,.,-2%
O=C(Nc1cccc2ncccc12)c1cc2ccccc2o1,-10%,3%,-4%,-1%,0%,-1%,4%,-4%
COc1ccc(NC(=O)c2sc(N3CCOCC3)nc2-c2ccccc2)c(OC)c1,-7%,.,0%,4%,-4%,7%,-6%,-6%
COC(=O)COc1c(Cl)cc(Cl)c2ccc(C)nc12,3%,-1%,-10%,2%,?,-3%,.,1%
CN(C(=O)c1ccc(C#N)cc1)c1nnc(-c2cnccn2)s1,7%,-2%,-6%,-3%,-2%,-6%,.,-5%
COc1ccc(NC(=S)NCc2ccc(S(N)(=O)=O)cc2)cc1OC,-11%,0%,-17%,7%,-7%,-12%,.,0%
CN(C)c1oc(-c2ccccc2Cl)nc1C#N,-3%,3%,-7%,-4%,?,4%,.,0%
CCOC(=O)N1CCN(C(=O)c2ccc(Oc3ccc([N+](=O)[O-])cc3)cc2)CC1,i,5%,-11%,1%,-16%,4%,-1%,-9%
COc1ccccc1NC(=O)CCn1c(=O)sc2ccccc21,-5%,-10%,-5%,-3%,8%,6%,-4%,0%
COc1ccc(NS(=O)(=O)c2ccc(NS(C)(=O)=O)cc2)cc1,i,7%,3%,-4%,-2%,1%,2%,-4%
CC1CCN(c2nc3c(cc2C#N)COC(C)(C)C3)CC1,-1%,2%,-10%,1%,?,-9%,26%,0%
Cc1ccc(CNC(=O)c2cnn(-c3cccc(C)c3)c2C2CCN(C(=O)OC(C)(C)C)CC2)cc1,.,.,-15%,0%,.,-1%,.,-6%
COc1cc(C(=O)N(Cc2ccccn2)CC2CCCO2)cc(OC)c1OC (stereo unspecified),-6%,6%,-20%,-4%,-10%,-3%,.,-3%
CCOc1ccc(-c2cnc(NCc3ccc(OC)cc3OC)n2C)cc1,.,.,-17%,5%,.,2%,.,6%

# These rows are one share of the data; rates above refer to the full screens.
